# aSyn yeast inh = alpha-synuclein toxicity inhibition in yeast | Yeast expressing alpha-synuclein, growth rescue, BacTiter-Glo, 24 h | Potency, µM (doses to about 46.1 µM), for the others: at the highest dose growth rescue (activation), most hits filed as activators | 0.14% of 370,000 active | AID 652106; also: potency is read from the fitted curve at half-maximal effect; % of control where 0% means no effect; nearly all actives have a fitted effect of over 65% in size
#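 Galactose-induced alpha-syn yeast (OD600=0.02, raffinose-pregrown) + pinned cpd, 24 hr, 30 deg C; growth by BacTiter-Glo luminescence. Growth restoration scores as activation.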
# EPAC2 antagonist = EPAC2 (human) antagonism. Q8WZA2. EPAC2 GEF exchange of Rap1B-BODIPY-GDP, fluorescence. Potency, µM (top dose mostly 114 µM), for the others: at the highest dose activity, negative = inhibition, actives largely listed as inhibitors. 0.18% of 360,000 active. AID 720708; also: potency is read from the fitted curve at half-maximal effect; % is scaled to controls: 0 for no effect and ±100 for the full control effect; nearly all actives have a fitted effect of over 45% in size; many of its hits are not listed in these tables
# Target sequence (Q8WZA2 whole entry, looked up): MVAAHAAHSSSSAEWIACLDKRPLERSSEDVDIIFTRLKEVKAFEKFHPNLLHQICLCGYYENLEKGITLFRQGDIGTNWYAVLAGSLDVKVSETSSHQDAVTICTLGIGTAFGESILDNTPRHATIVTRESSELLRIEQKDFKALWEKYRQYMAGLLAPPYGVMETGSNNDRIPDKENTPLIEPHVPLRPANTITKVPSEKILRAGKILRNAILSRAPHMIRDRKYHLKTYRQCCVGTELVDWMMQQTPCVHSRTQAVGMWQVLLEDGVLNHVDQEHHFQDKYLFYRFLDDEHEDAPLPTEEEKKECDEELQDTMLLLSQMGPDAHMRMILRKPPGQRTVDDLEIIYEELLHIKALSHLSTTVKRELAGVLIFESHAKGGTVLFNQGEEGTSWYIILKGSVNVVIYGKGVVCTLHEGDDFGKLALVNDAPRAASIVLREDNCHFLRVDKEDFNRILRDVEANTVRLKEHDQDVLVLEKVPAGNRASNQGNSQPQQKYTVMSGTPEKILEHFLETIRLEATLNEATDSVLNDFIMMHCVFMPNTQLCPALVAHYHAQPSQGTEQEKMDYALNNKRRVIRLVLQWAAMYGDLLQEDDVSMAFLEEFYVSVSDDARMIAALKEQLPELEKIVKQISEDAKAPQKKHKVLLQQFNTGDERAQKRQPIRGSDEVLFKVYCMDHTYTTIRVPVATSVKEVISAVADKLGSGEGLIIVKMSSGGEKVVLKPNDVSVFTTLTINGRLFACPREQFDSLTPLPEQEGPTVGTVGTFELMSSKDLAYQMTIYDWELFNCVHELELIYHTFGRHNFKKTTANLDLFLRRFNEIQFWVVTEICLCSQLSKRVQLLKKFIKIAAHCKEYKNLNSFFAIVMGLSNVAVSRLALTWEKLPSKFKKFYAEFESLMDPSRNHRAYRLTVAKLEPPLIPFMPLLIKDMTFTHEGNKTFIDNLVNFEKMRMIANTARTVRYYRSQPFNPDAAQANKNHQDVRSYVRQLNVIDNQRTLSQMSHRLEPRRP
# Abeta rescue = restores growth of yeast expressing A-beta42 peptide; 0.063% of 410,000 active; yeast expressing A-beta42, growth rescue, OD600, 48 h; response scale: 0% DMSO, 100% iron-clioquinol control; Potency, µM (doses to about 46.1 µM), inactives show at the top dose growth rescue, most hits filed as activators; also: potency is read from the fitted curve at half-maximal effect; nearly all actives have a fitted effect of over 55% in size
#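 Yeast growth medium received pinned compounds, then yeast cells expressing toxic A-beta were added; plates incubated at 30 C for 48 hr. Growth read as absorbance at 600 nm, normalized to DMSO and equimolar FeCl3 plus clioquinol controls.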
# EPAC2 ag = activates human EPAC2 exchange factor; AID 720711; 0.079% of 360,000 active; Potency, µM (top dose mostly 154 µM), without a hit: top-dose activation, hits mostly activators; EPAC2 activation, biochemical qHTS; response scale: 100% = 6.5 mM cAMP response; also: potency is read from the fitted curve at half-maximal effect; nearly all actives have a fitted effect of over 50% in size
#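 Nucleotide exchange monitored as fluorescence drop when BODIPY-GDP leaves Rap1B. Reaction: 100 nM EPAC2, 250 nM RAP1B-BODIPY-GDP, 50 uM GDP, room temperature, kinetic read over 30 min. Activity expressed relative to 6.5 mM cAMP.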
# TDP-43 yeast inh = inhibitors of TDP-43 toxicity in yeast; TDP-43 expressing yeast growth rescue, BacTiter-Glo, 24 h; Potency, µM (series often up to 46.1 µM), without a hit: at the top dose growth rescue (activation), most hits filed as activators; 1.8% of 410,000 active; AID 652104; also: potency is read from the fitted curve at half-maximal effect; % of control where 0% means no effect; nearly all actives have a fitted effect of over 50% in size
#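 Yeast expressing TDP-43 (pregrown in raffinose, seeded at OD600=0.02 in galactose medium) exposed to compounds 24 hr at 30 deg C. Growth read by BacTiter-Glo luminescence; rescue of toxicity appears as increased signal.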
# D3 antag = D3 dopamine receptor (human) antagonism; P35462; D3R cells, DiscoveRx beta-arrestin luminescence, antagonist mode; active compounds read low; max response, negative = inhibition, %; 2.5% of 360,000 active; in the data active = max response below about -50%; inconclusive = no clear call, values can overlap the other calls; also: % is scaled to controls: 0 for no effect and ±100 for the full control effect; mostly tested at two doses, the higher about 12 µM
#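 Cells expressing the human receptor were seeded at 1500 cells/well, incubated overnight at 37 degrees C in 5% CO2, then exposed to library compounds with dopamine controls for 90 minutes at 37 degrees C before luminescent detection.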
# D3 ag = agonists of human D3 dopamine receptor | P35462 | D3R DiscoveRx beta-arrestin cells, luminescence, 90 min | max activation, % | 0.58% of 410,000 active; in the data active = max activation above about 30%; also: 0% is about no effect; mostly tested at two doses, the higher about 12 µM
#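 Agonist-mode cell screen: cells plated at 1500/well and incubated overnight at 37 °C, then exposed to library compounds for 90 min at 37 °C. Detection reagent was added for 30–60 min at room temperature, and luminescence was read.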
# FUS suppressor = FUS proteinopathy suppression in yeast. S. cerevisiae FUS-expressing, growth rescue, OD600, 24 h. Potency, µM (doses to about 76.6 µM), inactives show at the highest dose growth rescue (activation), most hits filed as activators. 0.24% of 390,000 active. AID 1347120;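 also: potency is read from the fitted curve at half-maximal effect; plate controls were DMSO vehicle for no effect and reference control for full effect; nearly all actives have a fitted effect of over 55% in size; some results filed as inactive show a strong effect at the top dose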
#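 Toxicity suppression screen in FUS-yeast. Cells induced with 2% galactose, starting OD 0.005, treated 24hr at 30C with compounds at multiple final concentrations; growth by OD600.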
# An asterisk follows results filed as active; ? = inconclusive; nt = not tested or not shown; & = joins results of further samples; [ ] = remark or other dose. Unless noted, calls follow the shape of the dose curve; as a rule, active = well fitted curve in the direction sought with a large enough effect; inconclusive = small, poorly fitted or top-dose-only effect, or another doubt; inactive = no such curve, though single readings can be large; an effect the other way counts as inactive or inconclusive. An excerpt; rates above refer to the full screens.
# Each structure is followed by: aSyn yeast inh, EPAC2 antagonist, Abeta rescue, EPAC2 ag, TDP-43 yeast inh, D3 antag, D3 ag, FUS suppressor
CCc1cccc(C)c1N(C(=O)Cn1c(COC)nc2ccccc21)C(C)COC (stereo not given)
    -0.3%, -4.0%, 20.2%, -9.8%, 12.3%, 3.1, 7.4, 25.4%
CC1CCN(S(=O)(=O)c2ccc(C(=O)NCc3ccc4c(c3)OCO4)cc2)CC1
    -1.6%, -4.4%, 0.5%, -6.4%, -7.4%, 10.0, -10.0, 18.7%
O=C(NCc1cccnc1)c1ccc(Cn2cc(C(F)(F)F)ccc2=O)cc1
    -6.9%, 8.1%, -9.3%, 1.5%, -6.3%, -0.6, 2.4, -7.9%
Cn1c(=O)c2c(ncn2CC(=O)Nc2cccc(S(=O)(=O)Nc3ccccc3F)c2)n(C)c1=O
    -11.5%, -0.7%, -9.5%, 3.4%, -2.5%, -8.8, -2.9, 8.3%
Cc1cc(C(=O)NC2CCCc3c2cnn3-c2ccc(C(C)(C)C)cc2)nn1C (stereo not given)
    -0.5%, -4.1%, -17.2%, 5.9%, 13.0%, 14.3, 4.3, 43.8%
Cc1ccc(CCNC(=O)C2CC(=O)N(CCc3ccccc3)C2)cc1 (stereo not given)
    -1.5%, -4.3%, -3.0%&-2.4%, 1.5%, ?, -2.7, 2.0&2.5, 17.4%&35.7%
CCOc1ccc(CNC(=O)c2ccc(Sc3ccc(C)cc3)c(NC(C)=O)c2)cc1
    8.6%, ?, 24.8%, 7.9%, ?, -4.0, 3.8, nt
Cc1c(NC(=O)COc2cccc(F)c2)c(=O)n(-c2ccccc2)n1C
    -0.9%, 13.5%, 2.4%, 4.7%, -6.2%, -27.1, -7.7, nt
Cc1nn(Cc2ccccc2Cl)c(Cl)c1/C=C/C(=O)OCC(=O)NC1CCS(=O)(=O)C1 (stereo not given)
    -7.5%, -29.4%, -10.1%, 3.3%, 2.8%, 0.3, -4.2, 24.5%
O=C(Cc1ccc(F)cc1)NCc1ccc2c(c1)CCN2C(=O)c1ccc(F)cc1
    nt, nt, -4.4%, nt, 23.0%, nt, 4.7, -1.2%
CCCCn1cc2c(c1-c1ccccc1Br)c(=O)n(C)c(=O)n2C
    nt, nt, -19.8%, nt, 0.0%, nt, 2.6, 22.8%
Cc1ccc2c(c1)-c1c(c(C(=O)NCCc3ccccc3)nn1C)CS2
    nt, nt, -28.5%, nt, -12.3%, nt, -3.0, 25.6%
Cc1cc(C)c(OCCCn2ccnc2)c(C)c1
    3.6%, -10.2%, -9.0%, 9.7%, 18.7%, 0.8, -1.5, -18.7%
CN(C)c1cc(N/N=C/c2ccccc2C(F)(F)F)nc(N(C)C)n1
    -12.6%, -12.8%, -7.7%, -7.0%, 29.0%, -22.6, -11.1, 27.9%
CN(C(=O)COc1ccc(Oc2ccccc2)cc1)C1CCS(=O)(=O)C1 (stereo not given)
    -1.1%, 5.8%, ?, 2.5%, 8.0%, 0.3, 1.7, 5.5%
Cc1cc(NCc2ccccc2)n2ncc(-c3ccccc3)c2n1
    -23.2%, -14.5%, -12.7%, 9.9%, ?, 49.7, 16.0, -3.0%
COc1ccc(CNC(=S)Nc2ccccc2F)cc1
    -2.9%, -6.0%, ?, 14.1%, ?, -13.0, -1.3, -10.5%
Cc1cccc(-n2c(C)cc(C(=S)N3CCOCC3)c2C)c1C
    11.7%, 2.8%, 30.2%, 3.4%, 14.4%, -5.1, -1.8, 15.2%
Cc1cc(C)c2c(CC(=O)Nc3c(C(=O)c4ccc(F)cc4)oc4ccccc34)coc2c1
    nt, nt, -24.5%, nt, -1.2%, nt, 9.4, -5.1%
NS(=O)(=O)c1cc(C(=O)NCCOc2ccccc2)c(Cl)cc1Cl
    1.2%, 7.3%, -12.6%, -1.7%, 0.0%, 8.4, -2.7, nt

# Next part:
# Each structure is followed by: aSyn yeast inh, EPAC2 antagonist, Abeta rescue, EPAC2 ag, TDP-43 yeast inh, D3 antag, D3 ag, FUS suppressor
O=C(Nc1cccc(Br)c1)Oc1cccc2cccnc12
    ?, 0.5%, 8.3%, 12.9%, ?, -83.0*, -23.7, -20.5%
Cc1cc(NC(=O)CSCC(=O)N(c2cccc(Cl)c2)C(C(=O)NC2CCCCC2)c2ccc(O)c(O)c2)no1 (stereo not given)
    -0.3%, -11.8%, 15.6%, 20.6%, 10.8%, -5.3, -1.8, nt
COc1ccc(NC(=O)CSc2ccc3nnc(CCNC(=O)c4ccccc4)n3n2)cc1OC
    -3.2%, -1.2%, 1.1%, 0.4%, ?, -6.5, 6.0, nt
O=C(c1ccncc1)N1CCN(S(=O)(=O)c2cccc([N+](=O)[O-])c2)CC1
    1.8%, 14.4%, 1.8%, 2.1%, 4.5%, 5.7, 12.7, -1.3%
COc1ccc(C)cc1NC(=O)CSc1nnnn1Cc1ccccc1
    7.7%, 0.6%, 11.3%, 12.5%, ?, 22.5, 1.0, 17.3%
CSc1nnc2c3cc(F)ccc3n(C)c2n1
    2.82µM*, 4.5%, -23.6%, 2.6%, 6.31µM*, 24.9, 1.8, -23.3%
COc1ccccc1N(CC(=O)N/N=C/c1c(O)ccc2ccccc12)S(C)(=O)=O
    5.8%, -6.4%, -21.2%, 5.7%, -28.6%, 20.8, 10.8, nt
O=C(CSc1nnc(-c2ccc(O)cc2)n1Cc1ccccc1)NNC(=O)c1ccc(Br)cc1
    2.8%, -4.5%, 0.7%, 6.6%, -25.2%, 0.3, 1.6, ?
O=c1c2cc(O)c(O)cc2oc2cc(O)c(C3OC(CO)C(O)C(O)C3O)c(O)c12 (stereo not given)
    2.8%, 7.7%, -13.7%, -1.8%, -5.4%, 0.0, 10.9, 4.4%
COc1ccc(Cl)cc1-c1nc(SCC(=O)NC(C)(C)C)n[nH]1
    -1.5%, 1.6%, -4.1%, 5.4%, -12.1%, 4.8, 0.8, 41.8%
O=C(CN1CCC(n2nnc3cc(F)ccc32)CC1)NCCc1ccccc1
    -3.2%, -2.1%, 4.6%, 4.8%, 5.4%, -27.0, -27.2, 8.2%
Cc1ccc(OCC(=O)N/N=C/c2cn(Cc3ccccc3)c3ccccc23)cc1
    8.2%, -0.8%[57.1 µM], -10.0%, 12.6%, 14.8%, -0.4, -0.3, 4.3%
Cn1cccc1-c1nc2ccccc2[nH]1
    -7.5%, 7.5%, 0.2%, -4.1%, -2.9%, -26.3, -21.4, 6.6%
NC(=O)CNC(=O)c1cccc(Cl)c1
    -4.4%, -2.4%, 4.6%, 6.3%, -0.6%, 0.2, 3.4, -4.4%
COc1ccc(CCNC(=O)C2(c3ccccc3)CC2)cc1
    -1.5%, -25.0%, 17.4%, 5.0%, ?, 2.0, 4.5, -3.7%
Cc1nnc(N2CCCC(C(=O)NCc3ccccc3F)C2)c2nn(-c3ccccc3)c(C)c12 (stereo not given)
    -14.6%, -2.9%, -1.7%, 3.1%, -8.1%, 2.6, -1.2, 9.9%
CCCSCCCNC(=O)Cn1cc2c(n1)CCC(C)C2 (stereo not given)
    0.2%, 7.2%, 6.8%, 7.0%, 17.1%, -5.7, 3.4, -8.7%
COc1ccc(-c2nc3ccccn3c2NC2CCCCC2)cc1SC1CCCCC1
    -52.8%[inhibitor], ?, -46.9%[inhibitor], 5.5%, -73.6%[inhibitor], 33.2, 23.2, ?
O=C(CSc1nnc(CNC(=O)C23CC4CC(CC(C4)C2)C3)n1-c1ccc(F)cc1)Nc1ccc(F)cc1
    2.7%, 7.9%, 6.6%, -13.5%, 13.6%, 5.5, -4.9, 13.0%
Cc1ccc2c(c1)NCCO2
    -0.8%, -2.5%, -3.4%, 6.0%, -16.1%, -8.0, 5.3, 18.5%

# (listing goes on)
# Each structure is followed by: aSyn yeast inh, EPAC2 antagonist, Abeta rescue, EPAC2 ag, TDP-43 yeast inh, D3 antag, D3 ag, FUS suppressor
COC(=O)c1[nH]c2ccc(Cl)cc2c1NC(=O)C1CC1
    -0.9%, -0.8%, 9.0%, -3.8%, 13.4%, -8.6, -4.4, -18.5%
COC(=O)[C@]12CCCCC=C1N(Cc1cccc3ccccc13)C(=O)[C@H](CC(=O)N1CCCC1)C2
    26.4%, -4.9%, 7.1%, 9.1%, 17.5%, 9.6, 4.4, 41.9%
Cc1ccc(C)c(NC(=O)c2nnn(Cc3ccccc3)c2N)c1
    11.0%, -3.4%, -3.7%, 15.4%, 13.4%, 4.6, -3.9, 0.4%
CCOC(=O)c1ccc(NC(=O)CCS(=O)(=O)Cc2ccccc2)cc1
    -2.3%, -2.1%, 8.3%, -1.8%, -2.8%, 13.4, 0.6, nt
COc1ccc(NC(=S)N(CCCN2CCOCC2)Cc2ccco2)cc1
    0.6%, 0.5%, -11.8%, 16.0%, -19.9%, -0.6, -5.5, 2.2%
CC(C)OC(=O)c1cc2c(ccn2C)n1CC(=O)N1CCC(Cc2ccccc2)CC1
    2.0%, 9.8%, -10.7%, 19.9%, -32.0%[inhibitor], -11.0, -7.9, ?
Cc1cccc(C)c1NC(=O)CSc1nc2[nH]c(=O)cc(O)c2s1
    4.2%, 12.4%, 6.0%, -0.8%, 30.5%, 12.9, -1.7, nt
CN(c1cccnc1)c1ncnc2[nH]ncc12
    -0.8%, 5.0%, -23.8%, -2.5%, -23.3%, 7.2, 10.5, -4.7%
O=C(NN1CCOCC1)c1ccc([N+](=O)[O-])cc1
    -3.8%, 3.8%, 0.0%, 1.0%, 14.6%, 107.1, 0.1, -20.3%
O=C(Nc1ccc(F)cc1)c1ccc(CN2CCc3ccccc3C2)cc1
    0.6%, -1.1%, -12.5%, 0.5%, 3.0%, 0.0, -8.3, 0.3%
O=C(Nc1ccc(F)cc1)C(c1cc2ccccc2o1)N1CCN(c2cccc(C(F)(F)F)n2)CC1 (stereo not given)
    3.0%, 1.6%, 8.2%, 5.9%, 29.1%, 2.8, 5.0, 32.3%
COc1ccccc1N1CCN(Cc2cc(=O)c(OCC(=O)NC3CCCC3)co2)CC1
    -1.7%, 16.8%, -1.7%, 11.3%, -12.6%, -2.7, -9.9, -0.5%
Cc1ccc(S(=O)(=O)N2CCCOC2CNC(=O)C(=O)NCCCn2ccnc2)cc1 (stereo not given)
    -12.2%, 7.9%, -27.4%, 3.7%, 4.9%, -12.6, -5.5, nt
O=C(CSc1ccc(-c2cccs2)nn1)Nc1ccccc1
    -3.0%, 14.8%, -9.3%&1.5%, -0.7%, 0.0%&17.2%, 11.8, 4.3&7.6, 7.6%&13.8%
Cc1ccc(NC(=O)COc2ccc(/C=N/NC(=O)CSCc3ccccc3)cc2)cc1
    -7.4%, 10.5%, -6.1%, -2.4%, -16.1%, 18.5, -23.0, 21.6%

# Assay outcomes (PubChem)
